Source: PubChem BioAssay
HT1080 viability = HT1080 cell viability loss – fluorescence readout (AID 620). HT1080 viability, fluorescence; higher % means a stronger effect. one-dose cytotoxicity, % at 10 µM; EC50 in µM for titrated hits. 87,000 compounds, 0.42% hits; in the data active = cytotoxicity above about 50%;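 note: cells exposed to compound overnight then 4 h with Alamar Blue; 0% = vehicle DMSO and 100% = killing control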
Active calls of the source: *.

SMILES	HT1080 viability
O=C1C(Cl)=C(N2CCCCC2)C(=O)C(Cl)=C1c1cnc(N2CCCCC2)s1	46µM*
Cc1cccc(OCCCC(=O)N2CCCc3ccccc32)c1C	-1%
Cc1ccc(NC2=NCCC2)cc1Cl	0%
Cc1ccc(OCCCn2ccnc2)cc1C	19%
CCOc1ccc(NC(=O)Cn2nnc(C(=O)NCCc3ccc(OC)c(OC)c3)c2N)cc1	4%
Cc1cc(C(F)F)n2nc(C(=O)Nc3cccnc3Cl)nc2n1	2%
Cc1cc(NC(=O)CCC(=O)N(c2ccccc2)C(C(=O)NC2CCCCC2)c2cccs2)no1 (configuration not stated)	-10%
Cc1sc(NC(=O)CSc2ncn(-c3ccccc3)n2)nc1-c1ccccc1	-4%
NC(=O)C(c1ccc(Cl)cc1)c1ccc(Sc2ccc(Cl)cc2)nn1 (configuration not stated)	-9%
COc1cc(/C=N/NC(=O)Cn2nc([N+](=O)[O-])cc2C)cc(Br)c1OCc1ccccc1	4%
CC(C)(C)c1ccc(CN(Cc2ccco2)Cc2nnnn2C2CCCC2)cc1	-21%
CCn1c(CC(=O)Nc2ccc(C)cc2)nnc1SCC(=O)NCCc1ccccc1	18%
Cc1ccc(C(c2nnnn2C2CCCCC2)N(C)C2CCCCC2)cc1 (configuration not stated)	-15%
Cc1ccc(O)c(CNn2cnnc2)c1	-21%
CCOC(=O)Cc1c(C)nc2c(C#N)c[nH]n2c1=O	-3%
Cc1sc(NC(=S)NC(=O)c2ccccc2)c(C#N)c1C	2%
Fc1ccc(CN2CCCCCCC2)cc1	-4%
Cc1nc(=O)c(-c2ccccc2)c(C)n1-c1ccc(O)cc1	8%
COC(=O)c1ccc(Cn2nc(C)c(Cl)c2C)o1	-7%
O=C(Nc1cccc2ccccc12)N1CCN(Cc2ccc3c(c2)OCO3)CC1	-9%

A few values from above.
In HT1080 viability, Cc1cc(C(F)F)n2nc(C(=O)Nc3cccnc3Cl)nc2n1 reads 2%
In HT1080 viability, Cc1ccc(C(c2nnnn2C2CCCCC2)N(C)C2CCCCC2)cc1 (configuration not stated) reads -15%
In HT1080 viability, CC(C)(C)c1ccc(CN(Cc2ccco2)Cc2nnnn2C2CCCC2)cc1 reads -21%

Shown bar-delimited: 5 of the compounds above.
SMILES | HT1080 viability
O=C1C(Cl)=C(N2CCCCC2)C(=O)C(Cl)=C1c1cnc(N2CCCCC2)s1 | 46µM*
Cc1cccc(OCCCC(=O)N2CCCc3ccccc32)c1C | -1%
Cc1ccc(NC2=NCCC2)cc1Cl | 0%
Cc1ccc(OCCCn2ccnc2)cc1C | 19%
CCOc1ccc(NC(=O)Cn2nnc(C(=O)NCCc3ccc(OC)c(OC)c3)c2N)cc1 | 4%

Continuation:
SMILES	HT1080 viability
O=C(NCC1CCCO1)c1ccc2c(=O)n(CC3CCCO3)c(=S)[nH]c2c1 (configuration not stated)	0%
CCCC1OC23CCCCC2C(C#N)(C(=N)O3)C1(C#N)C#N (configuration not stated)	-16%
O=C(Nc1nccs1)C1CC(=O)N(c2ccccc2Cl)C1 (configuration not stated)	-1%
CC12CCC(C(=O)Nc3ccccc3Br)(C/C1=N\O)C2(C)C (configuration not stated)	-30%
CCOc1cc(C)c(S(=O)(=O)Nc2ccc(F)cc2)cc1C	4%
O=C(COc1ccc(S(=O)(=O)NC2CCCCC2)cc1)NCCC1=CCCCC1	1%
CCc1nc(N[C@H](C(=O)O)C(C)CC)c2oc3ccccc3c2n1 (some centres not stated)	-14%
Cc1ccccc1OCC(=O)O/N=C(\N)Cc1ccc(Cl)cc1	5%
CC1CCN(c2ncnc3ccccc23)CC1	-8%
Cc1ccc(NC(=O)c2ccc(OC(=O)CCN3C(=O)c4ccccc4C3=O)cc2)cc1	3%
CCOc1ccccc1NC(=O)C(CC(C)C)NC(=O)C1CCC(C)CC1 (configuration not stated)	5%
Cc1cc(C)n2nc(C(=O)NCc3ccccc3)nc2n1	-11%
Cc1nc2nc(C)c(CCC(=O)N3CCN(c4ccccc4)CC3)c(C)n2n1	6%
Cc1cccc(/C(N)=N/OC(=O)c2ccco2)c1	2%
O=C(CSc1ncnc2nc[nH]c12)c1ccc2ccccc2c1	-9%
CS(=O)(=O)N(Cc1ccc(Cl)cc1)c1ccc(C(=O)Nc2cccnc2)cc1	-6%
CN1C(=O)CSC1=NC12CC3CC(CC(C3)C1)C2	-13%
COC(=O)[C@@H]1C[C@]2(OC(=O)c3ccccc3)C=CC(=O)C[C@@H]2N1C(=O)OCc1ccccc1	-1%
COC(=O)c1sc(S(=O)(=O)N2CCN(c3ccc(OC)cc3)CC2)c(C(=O)OC)c1C	-4%
O=C(Nc1ccc(Oc2ccccc2)cc1)C1CCN(c2c3c(nc4ncnn24)CCC3)CC1	-16%
O=C(NC(=O)c1ccccc1)NC(=O)c1ccccc1	-11%
Cc1ccc(-c2csc(=S)n2CC(=O)OCC(=O)NC(C)C(C)C)cc1 (configuration not stated)	-1%
Cc1cc(=O)oc(C)c1C(=O)Nc1ccc2ncccc2c1	-18%
CC(=O)NC1=NN(C(C)=O)C2(CCCCC2)S1	1%
COc1ccc(S(=O)NC2CCCCC2)c(OC)c1C (configuration not stated)	13%
CCOc1ccccc1Oc1c(C)oc2cc(OC(=O)c3ccco3)ccc2c1=O	3%
CCS(=O)(=O)N1CCCC(C(=O)NCCc2ccc(C)cc2)C1 (configuration not stated)	4%
Cn1c(SCc2nc(-c3ccc(Cl)cc3)no2)nnc1-c1cccs1	-20%
CCc1c2c(nc3ccc(OC)cc13)OC(C)C2 (configuration not stated)	-20%
CN(CC(O)CN)CC(O)CN1CCCCC1 (configuration not stated)	10%
O=C(O)CN(c1ccccn1)S(=O)(=O)c1ccc(Cl)cc1	-1%
CCC(=O)N(CCc1ccccc1)Cc1cc2cc3c(cc2[nH]c1=O)OCO3	-7%
CC(Sc1ccc(Cl)cc1)C(=O)Nc1ccc2c(c1)OCO2 (configuration not stated)	18%
COCCCNC(=O)c1ccc2c(=O)n(CC3CCCO3)c(=S)[nH]c2c1 (configuration not stated)	-9%
Cc1cc(=O)n2nc(-c3ccc(C(F)(F)F)cc3)sc2n1	-2%
CCOC(=O)c1c(NC(=O)CSc2nnc(C)s2)sc2c1CCC(C)C2 (configuration not stated)	3%
CCCCC(C(=O)OCC(=O)c1ccc(OC)cc1)N1C(=O)c2ccccc2C1=O (configuration not stated)	-2%
COc1cc2cnncc2cc1OC	6%
CN(C)c1cc[nH]c(=O)c1C#N	-3%
CN1c2ccccc2C(C)(C)C12C=Nc1c(ccc3ccccc13)O2 (configuration not stated)	2%
CCn1c(SCC(=O)NC(C)(C)C)nnc1-c1ccccn1	-7%
CN1CCN(C2CC(=O)N(c3ccc4c(c3)OCCO4)C2=O)CC1 (configuration not stated)	-21%
CCn1c(=O)c(C(=O)Nc2ccccc2C)c(O)c2ccccc21	3%
COC(=O)c1c(C)oc2c1cc(NS(=O)(=O)c1cccs1)c1ccccc12	1%
COC(CNC(=O)c1ccc2c(c1)nc(C)n2-c1cccc(F)c1)OC	-14%
CC(=O)c1ccc(NC(=O)Nc2ccc(Cl)cc2)cc1	9%
COc1ccccc1NC(=O)CSc1ncn(-c2ccccc2)n1	-2%
O=C(O)CN1C(=O)SC(Nc2ccc(C(=O)O)cc2)C1=O (configuration not stated)	-8%
COc1ccccc1/C=N/n1c(C)nnc1-n1nc(C)cc1C	10%
COC(=O)[C@H]1C[C@@H]1[C@H](NC(=O)c1cccnc1)c1ccccc1	6%
O=c1c2ccccc2nc2c3ccccc3c(NCc3ccco3)nn12	-5%
CCS/C(N)=N/N=C/c1cc(C)ccc1O	26%
CC(C)(C)CC(=O)NCc1ccc(F)cc1	1%
O=C(OC1CCCCC1=O)c1cccc(S(=O)(=O)NCc2ccccc2)c1 (configuration not stated)	-5%
COc1ccccc1OCC(=O)N1CC2(C)CC1CC(C)(C)C2 (configuration not stated)	-13%
Fc1ccc(Br)cc1C1C=C(c2ccc(Br)cc2)Nc2ncnn21 (configuration not stated)	-12%
CCCn1c(SCC(=O)Nc2ccc(OCC)cc2)nnc1C(C)C	2%
COc1ccc(C(=O)Oc2cccnc2)cc1	-8%
COC(=O)c1cccc(-n2cnnn2)c1	2%
O=S(=O)(c1ccc2oc3ccccc3c2c1)N1CCCC1	-12%
Additional compounds.
SMILES	HT1080 viability
Cc1ccc(S(=O)(=O)c2c(COC(=O)c3ccccc3Cl)c(-c3ccccc3)nn2C)cc1	0%
C#CC(C)OC(=O)C(C)NC(=O)c1ccccc1 (configuration not stated)	8%
CC(Cn1cnc2ccccc21)C(=O)O (configuration not stated)	-6%
Cc1ccc(-c2nnn(CCC(=O)NC(C)(C)C)n2)cc1	-7%
CCN1C(=O)N(c2cccc3ccccc23)C(C)=CC1(C)C	-36%
COC(=O)C1(CC(C)C)C=C2C(=C(C(C)C)C(=O)C2C)CN1 (configuration not stated)	3%
CC1(C)CC(=O)C2=C(C1)Nc1cc3c(cc1C2c1ccc(F)cc1)OCO3 (configuration not stated)	-5%
CCN(Cc1ccccc1)C(=O)c1ccc(CNS(=O)(=O)c2ccc(C)cc2)cc1	-2%
O=C(O)CSc1ccccc1C(=O)O	4%
COc1ccccc1NC(=O)N1CCC(c2nnc(SCC(N)=O)n2C)CC1	-2%
CC(C)NC(=O)c1cnn2c1NC(c1cccs1)CC2C(F)(F)F (configuration not stated)	-11%
CC(C)CC(=O)Nc1cccc(C(=O)Nc2ccccc2C(=O)O)c1	0%
CC(=O)Nc1ccc(S(=O)(=O)NC2=C(N3CCN(Cc4ccccc4)CC3)C(=O)c3ccccc3C2=O)cc1	-17%
CC1CCCCC1NC1=NCCS1 (configuration not stated)	-10%
Cc1nn(Cc2ccc(Cl)cc2Cl)c(Cl)c1/C=C/C(=O)OCC(=O)NCC(F)(F)F	0%
COC(=O)C1C(O)=C(C=NCc2ccccc2)C(=O)CC1(C)C (configuration not stated)	-5%
O=C(c1ccccc1NS(=O)(=O)c1ccc2c(c1)OCCO2)N1CCOCC1	1%
O=C(c1cc2cc([N+](=O)[O-])ccc2oc1=O)N1CCN(c2ncccn2)CC1	-8%
CCCCN(CCCC)S(=O)(=O)c1ccc(NC(=O)c2cccs2)cc1	-5%
CC(=O)N1N=C(c2ccncc2)OC12CCCCCC2	-7%
Nc1nnc(SCC(=O)c2ccco2)s1	-6%
CC(=O)c1ccc(NC(=O)Oc2ccccc2)cc1	2%
CCOc1ccccc1NC(=O)N1CCC(C(=O)c2ccc(F)cc2)CC1	-1%
O=C1COc2ccc(-c3csc(=Nc4ccc(OC(F)F)cc4)n3CC3CCCO3)cc2N1 (configuration not stated)	20%
COC(=O)c1sc2ccc(C)cc2c1C(=O)OC	-12%
O=C(Nc1ccc(Sc2ccc(Br)cc2)cc1)c1ccco1	-2%
COc1cc(/C=c2\sc3n(c2=O)C(c2ccccc2)C(c2ccccc2)=NN=3)ccc1O (configuration not stated)	17%
COc1ccc(OCCCC(=O)NCC(C)C)cc1	-2%
COc1ccc(OC)c(-n2c(-c3ccc(S(C)(=O)=O)cc3)cc(C=O)c2C)c1	5%
Cc1ccc(-n2nc(C(=O)NCc3ccc(C)o3)c3c4ccccc4n(C)c3c2=O)cc1	-11%
Cc1ccc(C)c(N(C)C(=O)c2coc(=O)c3ccccc23)c1	-10%
Cc1occc1-c1nnc(SCC(=O)Nc2nc(-c3ccccc3)cs2)o1	-7%
CSc1nc(N2CCOCC2)c2c(c1C#N)CC(C)(C)OC2	7%
Clc1ccc(CNc2nc(N3CCOCC3)nc(N3CCOCC3)n2)cc1	0%
O=C(N/C=N/O)C1=NOC(CNc2ncc(C(F)(F)F)cc2Cl)C1 (configuration not stated)	24%
CN(C)CCCn1c(-c2ccccc2)nc(=S)c2c1CCCC2	4%
CCOc1ccc(NC(=O)CC2C(=O)N(c3ccccc3)C(=S)N2Cc2ccccn2)cc1 (configuration not stated)	0%
CCOC(=O)C(C)Sc1nc(C2CC2)cc(C(F)(F)F)c1C#N (configuration not stated)	-19%
CCOC(=O)C1=C(c2ccccc2)Nc2c(c(=O)n(C)c(=O)n2C)C1c1ccc(O)c(OC)c1 (configuration not stated)	24%
COC(=O)Cn1c(C(=O)N(C)C)cc2c1C[C@H]1CN(C(=O)c3ccccc3)[C@@](Cc3ccc(OC)cc3)(C(=O)OC)[C@@H]21	-32%

Of the compounds above, these have a nitro group on carbon:
SMILES	HT1080 viability
COc1cc(/C=N/NC(=O)Cn2nc([N+](=O)[O-])cc2C)cc(Br)c1OCc1ccccc1	4%
O=C(c1cc2cc([N+](=O)[O-])ccc2oc1=O)N1CCN(c2ncccn2)CC1	-8%

Continuation:
SMILES	HT1080 viability
Cc1cc(-c2nnc(SCC(=O)Nc3ccccc3C(F)(F)F)o2)c(C)n1-c1ccccc1	-2%
c1ccc2c(N3CCOCC3)nc(N3CCOCC3)nc2c1	16%
O=C(Nc1ccccc1-c1nnn(CC(=O)N2CCCc3ccccc32)n1)c1ccc(Cl)cc1	-10%
CCOC(=O)/C=c1\s/c(=C\c2c(OCC)ccc3ccccc23)c(=O)n1CC(=O)NCC1CCCO1 (configuration not stated)	-9%
NC12CCc3c(no[n+]3[O-])C1(O)CC(c1ccccc1)=[N+]2[O-] (configuration not stated)	2%
C=CCc1ccc(OCC(O)CN2CCC(Cc3ccccc3)CC2)c(OC)c1 (configuration not stated)	-9%
C(#CCN1CCOCC1)COCCOC(c1ccccc1)c1ccccc1	1%

Arranged by SMILES length (descending): some entries from above.
SMILES	HT1080 viability
CCOC(=O)/C=c1\s/c(=C\c2c(OCC)ccc3ccccc23)c(=O)n1CC(=O)NCC1CCCO1 (configuration not stated)	-9%
Cc1cc(NC(=O)CCC(=O)N(c2ccccc2)C(C(=O)NC2CCCCC2)c2cccs2)no1 (configuration not stated)	-10%
NC12CCc3c(no[n+]3[O-])C1(O)CC(c1ccccc1)=[N+]2[O-] (configuration not stated)	2%
C=CCc1ccc(OCC(O)CN2CCC(Cc3ccccc3)CC2)c(OC)c1 (configuration not stated)	-9%
Cc1sc(NC(=S)NC(=O)c2ccccc2)c(C#N)c1C	2%

The list is partial; count on the stated rates, not on these rows.
